# High-throughput results deposited in PubChem BioAssay by several laboratories.
# bIAP inh = blocks bovine intestinal alkaline phosphatase activity | purified bovine IAP, CDP-star luminescence, 30 min | inhibition, % at 20 µM | 190,000 tested, under 10 active;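 active = over 50% inhibition of intestinal alkaline phosphatase at 20 µM in the single-dose screen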
#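 System: Purified bovine intestinal alkaline phosphatase (IAP) enzyme | Input: IAP diluted 1/65,000,000 in the well | Also added: CDP-star chemiluminescent phosphatase substrate, 30 µM final | Dosing: 20 µM single dose | Times: Enzyme reaction for 30 min at room temperature | Detection: Luminescence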
# L major viab = Leishmania major promastigote growth inhibition | Leishmania major promastigotes, resazurin fluorescence viability | inhibition, % at 10 µM | 200,000 tested, 9% active | AID 1063; in the data active = inhibition above about 50%;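 also: promastigotes grown with compound for 44 hours at 28 °C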
# TNAP inh hi DEA = blocks human TNAP under high phosphate acceptor concentration; P05186; purified TNAP, CDP-star luminescence, 1 M DEA; inhibition, % at 20 µM; 200,000 tested, 0.03% active; AID 1135;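 active = over 50% inhibition of tissue-nonspecific alkaline phosphatase at 20 µM in the single-dose screen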;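 also: plate controls were DMSO wells for no effect and EDTA-quenched wells as full inhibition for full effect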
# Target sequence (P05186 whole entry, looked up): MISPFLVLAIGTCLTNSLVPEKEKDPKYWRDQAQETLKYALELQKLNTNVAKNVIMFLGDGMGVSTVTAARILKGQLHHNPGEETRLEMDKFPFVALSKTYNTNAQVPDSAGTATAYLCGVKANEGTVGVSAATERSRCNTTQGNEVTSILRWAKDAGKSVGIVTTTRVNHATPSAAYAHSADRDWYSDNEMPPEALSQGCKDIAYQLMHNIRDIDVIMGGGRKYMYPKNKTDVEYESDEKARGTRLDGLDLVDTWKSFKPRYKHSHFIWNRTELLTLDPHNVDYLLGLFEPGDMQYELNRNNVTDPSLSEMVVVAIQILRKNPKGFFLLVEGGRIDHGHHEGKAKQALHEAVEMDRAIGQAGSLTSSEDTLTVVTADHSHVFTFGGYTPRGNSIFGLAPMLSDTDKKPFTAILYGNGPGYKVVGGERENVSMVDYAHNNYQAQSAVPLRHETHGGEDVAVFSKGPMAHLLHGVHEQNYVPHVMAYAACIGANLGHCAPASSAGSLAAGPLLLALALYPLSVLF
# RAM inhibit = inhibitors of the yeast RAM network. S. cerevisiae dse1pr::URA3 reporter, 5-FOA growth OD615, 2 d; analog-sensitive cbk1-as2 kinase mutant strain. inhibition, % at 50 µM. 190,000 tested, 1.8% active. AID 868;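 active = inhibition above a set limit, 3 SD over mean compound inhibition, cut at about 8.4% in these data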;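 also: 0% = DMSO-only wells with no growth and 100% = 10 µM 1-NA-PP1 full growth; inhibition rescues growth on 5-FOA so higher OD means more RAM inhibition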
# TNAP act hi DEA = increases human TNAP activity under high phosphate acceptor concentration. P05186. purified TNAP, CDP-star luminescence, 1 M DEA, 30 min; hits give high values; 0 = EDTA background, 1 = DMSO-only activity. activation factor at 20 µM. 200,000 tested, under 10 active. AID 1136;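 active = activation factor at least 2 at 20 µM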
#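 Control set: EDTA negative control, DMSO positive control / Assay system: human TNAP / Quantity: TNAP 1/800 final / Evaluation: TNAP activation factor scaled between EDTA and DMSO control wells / Measured by: luminescent substrate turnover signal / Compound dosing: one dose, 20 µM / Times: 30 min enzyme reaction at room temperature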
# FLuc inh counter = inhibits firefly luciferase, flagging false hits in luciferase inhibition screens | inhibition, % at 10 µM | ATPLite firefly luciferase biochemical luminescence, 10 min | 200,000 tested, 1.5% active | AID 1006 | P08659;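 active = inhibition above about 50% when tested at 10 µM, limit read from the data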
# Target sequence (P08659 whole entry, looked up): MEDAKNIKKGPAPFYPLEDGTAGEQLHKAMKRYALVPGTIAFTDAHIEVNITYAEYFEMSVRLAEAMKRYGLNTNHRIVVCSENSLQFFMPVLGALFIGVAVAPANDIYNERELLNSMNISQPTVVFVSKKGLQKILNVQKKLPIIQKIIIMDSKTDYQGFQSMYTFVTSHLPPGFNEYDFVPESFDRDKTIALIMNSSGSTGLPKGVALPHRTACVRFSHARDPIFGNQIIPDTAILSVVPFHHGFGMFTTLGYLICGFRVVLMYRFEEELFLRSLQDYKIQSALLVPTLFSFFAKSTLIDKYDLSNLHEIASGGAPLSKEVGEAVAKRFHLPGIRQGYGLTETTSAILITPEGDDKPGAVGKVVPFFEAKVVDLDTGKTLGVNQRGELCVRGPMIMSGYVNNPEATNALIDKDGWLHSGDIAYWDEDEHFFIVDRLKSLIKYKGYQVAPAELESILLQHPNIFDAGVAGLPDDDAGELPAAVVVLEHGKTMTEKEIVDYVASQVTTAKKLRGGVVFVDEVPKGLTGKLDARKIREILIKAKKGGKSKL
# FLuc stim CS = affects firefly luciferase, flagging false hits in luciferase stimulation screens; activation factor at 10 µM; 200,000 tested, under 10 active; P08659; ATPlite luciferase biochemical, luminescence, 10 min; 0 = ATP-free wells, 1 = DMSO control;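 active = luciferase activation factor, scaled between plate controls, of at least 2 with compound at 10 µM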
#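 System: luciferase plus luciferin reagent, cell-free; medium: PBS as buffer for the ATP substrate; dosing: test compounds dosed from 2 mM stocks in 100% DMSO; timing: 10 min post-reagent at room temperature; measured by: luminescence measurement of luciferase light output; evaluation: luciferase activation, seen as luminescence increase over controls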
# TNAP inh noacc = TNAP (human) inhibition, acceptor-free conditions; P05186; purified TNAP, CDP-star luminescence, 30 min; inhibition, % at 20 µM; 200,000 tested, 0.26% active;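 active = tissue-nonspecific alkaline phosphatase inhibition above about 50% at 20 µM in the single-dose screen, limit read from the data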;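 also: 0% = DMSO negative control and 100% = EDTA positive control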
# bIAP act = increases bovine intestinal alkaline phosphatase activity. purified bovine IAP, CDP-star luminescence, 30 min; hits give high values; fold of DMSO-control signal, blank-subtracted. activation factor at 20 µM. 200,000 tested, 0.17% active;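 active = activation factor of 2 or more at 20 µM, a signal rise over negative controls twice the positive control's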
# APP transl inh = APP translation inhibition; SH-SY5Y APP 5'UTR-luciferase reporter, luminescence; inhibition, % at 2 µM; 190,000 tested, 0.82% active; AID 1285;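 active = inhibition above a set limit, derived from the sample mean plus 3 SD, cut at about 45% in these data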; also: values of inactives mirror those of a sister screen read the other way
# * = called active by the depositor; nt = no result given.
Molecule	bIAP inh	L major viab	TNAP inh hi DEA	RAM inhibit	TNAP act hi DEA	FLuc inh counter	FLuc stim CS	TNAP inh noacc	bIAP act	APP transl inh
CC(C)C1Nc2c(C(=O)O)cccc2C(Nc2ccccc2C(=O)O)C1(C)C (stereo not given)	-11.1	0.1	-0.5	4.0	1	0.1	1	-2.9	1.1	-33.4
COc1nc(N)c(S(=O)(=O)c2ccccc2C)cc1C#N	20.7	-3.8	-0.8	0.3	1	-2.1	1	-8.5	0.8	-20.3
NC(=O)C1CC(O)CN1c1nc(CN2CCOCC2)nc2scc(-c3ccccc3)c12 (stereo not given)	-4.0	-2.0	-7.2	-0.7	1.1	-4.6	1	-10.4	1	8.0
C=CCn1c(SCC(N)=O)nnc1-c1ccccc1O	1.7	3.9	-5.3	0.7	1.1	-2.6	1	-10.8	1	-1.8
O=[N+]([O-])c1cccc(/C=N\N=C2c3ccccc3-c3ccccc32)c1O	-4.0	74.3*	36.2	9.9*	0.6	0.1	1	18.6	1	-0.5
COCC(=O)OCC(=O)Nc1cc(C(C)(C)C)nn1-c1ccccc1	0.0	-3.3	-1.8	0.6	1	-4.3	1	-6.2	1	-5.5
CCN(CC)CCCNC(=O)c1c(O)c2c([nH]c1=O)CCCC2	12.3	-5.1	-4.1	1.4	1	-4.6	1	-3.6	0.9	-13.3
C=CCn1c(CCn2c3ccccc3c3ccccc32)n[nH]c1=S	1.7	12.0	2.5	6.2	1	-0.5	1	-53.7	1	-15.2
COc1cc(NC(=O)c2cccs2)c(C(=O)OCC(=O)NC(=O)NC(C)(C)C)cc1OC	5.1	-3.7	0.7	3.9	1	-0.9	1	-6.0	0.9	12.3
O=C(O)c1ccc2c(c1)C1C=CCC1C(c1cc3c(cc1Br)OCO3)N2 (stereo not given)	0.3	-0.8	-5.0	1.5	1.1	-6.3	1.1	-4.8	1	-19.6
COc1ccc(C(=O)NCC(C)C)c(OC)c1	15.7	4.4	2.1	-1.0	1	-1.6	1	-4.8	0.8	-0.2
O=C(NCc1cccs1)C1CCCN(S(=O)(=O)c2ccc(Br)s2)C1 (stereo not given)	5.4	-2.5	-6.3	7.4	1.1	-3.2	1	-7.6	0.9	4.3
CNC(=O)c1ccsc1NC(=O)CCS(=O)(=O)c1ccccc1	-4.6	25.5	-0.6	-0.4	1	-3.8	1	-10.9	1	-9.8
CCCn1c(/N=C/c2c[nH]c3ccccc23)nc2ccccc21	12.0	10.3	0.8	-0.3	1	28.7	0.7	-0.9	0.9	12.3
O=S(=O)(Nc1nc2ccccc2nc1N1CCc2ccccc2C1)c1ccc(Cl)cc1	32.1	57.5*	2.0	5.0	1	0.0	1	11.5	0.7	-21.2
C=CCc1cc(Cl)ccc1OCCCNC(C)C	17.5	99.7*	-0.2	0.9	1	0.6	1	-6.8	0.8	9.4
COc1ccc(-n2nc(C#N)c(Cl)cc2=O)cc1	-10.8	99.5*	-4.1	-1.4	1	-5.6	1.1	-11.8	1.1	94.9*
COc1ccc(C2=NOC(C(=O)Nc3cc(C)nn3-c3ccccc3)C2)cc1OC (stereo not given)	-0.9	3.9	-6.8	3.9	1.1	-7.9	1.1	3.2	1	-0.2
CC(=O)Nc1ccc(-c2csc(NC(=O)CCCc3cccs3)n2)cc1	8.8	75.4*	-3.2	4.2	1	0.9	1	-5.8	0.9	-7.7
N/C(=N\OC(=O)Oc1ccccc1)c1cccc([N+](=O)[O-])c1	-5.9	59.3*	-3.3	0.8	1	3.6	1	2.4	1.1	9.7
CN1CCN(S(=O)(=O)c2ccc(N3CCN(C(c4ccccc4)c4ccccc4)CC3)nc2)CC1	-1.9	100.0*	-2.9	-0.5	1	-0.6	1	0.4	1	-20.3
COc1cccc(OCC(O)CN2CCN(c3ccccn3)CC2)c1 (stereo not given)	-36.0	25.4	-7.2	1.0	1.1	-7.8	1.1	-2.2	1.4	-7.9
COc1ccc(CCNC(=O)C(C(=O)c2ccccc2)n2ccccc2=O)cc1OC (stereo not given)	45.7	-6.6	-0.6	3.5	1	4.5	1	10.6	0.5	-12.9
COc1ccccc1N1C(=O)c2cccc3c(C(=O)O)ccc(c23)C1=O	7.6	-2.4	0.6	-0.1	1	-3.4	1	-5.8	0.9	4.6
c1c2c(cc3sc(N4CCOCC4)nc13)OCO2	3.8	-12.2	-8.6	-0.9	1.1	56.4*	0.4	-7.9	1	-92.3
COc1ccc(S(=O)(=O)N2CN(CCc3ccc(OC)c(OC)c3)c3nc4ccccc4nc32)cc1	11.4	6.0	-0.7	7.8	1	-6.1	1.1	-4.8	0.9	-3.7
Nc1ccc2c3c(cccc13)CC2	4.4	2.4	0.3	1.6	1	-3.9	1	-21.9	1	-8.4
CCOC(=O)C=C1CCN(c2ncc(C(F)(F)F)cc2Cl)CC1	14.2	-8.7	0.6	1.6	1	1.6	1	-8.2	0.9	-7.1
O=C(CCN1C(=O)C2C3C=CC(C3)C2C1=O)NCCc1ccccc1Cl (stereo not given)	-7.0	-3.9	-4.3	-0.1	1	-7.8	1.1	-5.7	1.1	0.0
Cc1ccc(SCC(=O)Nc2ccc(N3CCOCC3)cc2)cc1	-11.5	6.5	0.0	1.0	1	-3.5	1	-2.7	1.1	10.8
CC/C(=N\NC(=O)COc1ccc(Br)cc1)c1ccc(OC)c(OC)c1	-4.8	30.3	-2.5	0.6	1	4.3	1	-1.2	1	-21.6
COc1cc(C(=S)N2CCOCC2)cc(OC)c1OC(=O)Cc1ccc(F)cc1	7.4	24.1	-0.8	0.8	1	-5.8	1.1	-17.8	0.9	-16.5

# 3 of the entries above in order of their number in TNAP inh hi DEA, largest number first:
smiles	bIAP inh	TNAP inh hi DEA	RAM inhibit	TNAP act hi DEA	FLuc stim CS	TNAP inh noacc	bIAP act	APP transl inh
C=CCn1c(CCn2c3ccccc3c3ccccc32)n[nH]c1=S	1.7	2.5	6.2	1	1	-53.7	1	-15.2
COc1ccc(S(=O)(=O)N2CN(CCc3ccc(OC)c(OC)c3)c3nc4ccccc4nc32)cc1	11.4	-0.7	7.8	1	1.1	-4.8	0.9	-3.7
O=C(CCN1C(=O)C2C3C=CC(C3)C2C1=O)NCCc1ccccc1Cl (stereo not given)	-7.0	-4.3	-0.1	1	1.1	-5.7	1.1	0.0

# Continuation:
Molecule	bIAP inh	L major viab	TNAP inh hi DEA	RAM inhibit	TNAP act hi DEA	FLuc inh counter	FLuc stim CS	TNAP inh noacc	bIAP act	APP transl inh
COc1cccc(/C=N/N2CCN(c3ccncc3S(=O)(=O)N3CCCCC3)CC2)c1	9.9	98.9*	-3.6	0.7	1	-3.6	1	-4.9	0.9	-25.2
CCCCSc1nc(N)c(NC(=O)c2ccco2)c(=O)[nH]1	-4.6	-8.5	-0.3	2.8	1	-7.6	1.1	-9.9	1	4.7
S=C(Nc1ccccc1)N1CCn2cccc2C1c1cccnc1 (stereo not given)	22.9	86.2*	-1.2	0.1	1	-3.8	1	-10.4	0.8	1.9
O=C(O)CCn1c(SCc2ccccc2)nc2ccccc21	1.2	3.3	-6.8	0.1	1.1	1.4	1	-17.1	1	-17.5
Cc1nnc(NC(=O)CSc2nnc(-c3ccoc3C)n2CC(C)C)s1	-0.3	-10.1	-5.1	0.7	1.1	-1.1	1	10.1	1	-7.0
COc1ccc(S(=O)(=O)NCc2ccncc2)cc1OC	12.6	-8.4	-2.7	0.6	1	-7.8	1.1	-6.4	0.9	-1.3
Clc1ccc(-n2cc(COCc3ccccc3)nn2)cc1	-6.2	-5.9	-0.5	-0.1	1	27.6	0.7	-0.4	1.1	-170.0
Nc1nc(N)c(N=Nc2ccc(Cl)cc2)c(=O)[nH]1	-5.6	-5.9	-2.6	-0.2	1	-3.4	1	-7.3	1.1	14.6
CO/N=C\CC(=O)Nc1ccc(Oc2ccccc2)cc1	-10.0	5.1	-3.3	1.9	1	-2.6	1	-13.7	1.1	68.5*
CSC(=N/N=C(\N)c1cnccn1)SC	0.0	-8.6	-3.8	0.9	1	-2.8	1	-6.4	1	-14.2
O=C(Nc1cccc(F)c1)c1sc(Cl)nc1-c1ccccc1	16.7	5.5	2.7	5.0	1	-4.0	1	-0.2	0.8	8.3
CC1(C(=O)NC(=S)N(Cc2ccccc2)c2ccccn2)CC1(Cl)Cl (stereo not given)	-3.4	-3.0	-5.1	0.3	1.1	0.8	1	-8.9	1	-5.0
CCOc1ccccc1N1CC(C(=O)Nc2c(C)n(C)n(-c3ccccc3)c2=O)CC1=O (stereo not given)	-22.0	-7.0	-0.5	1.2	1	14.0	0.9	-3.4	1.2	-18.2
COC(=O)c1cn(NC(=O)C2COc3ccccc3O2)c(=O)c2ccccc12 (stereo not given)	-3.8	-7.2	-4.1	1.5	1	0.9	1	-6.9	1	2.1
COc1ccc(/C=N/N2CCOCC2)cc1OCc1ccccc1	-20.1	2.5	1.9	0.3	1	-0.5	1	-2.8	1.2	0.2
CN(c1ccccc1)c1nc(N)c(C#N)c(CC#N)c1C#N	11.2	-9.2	-2.5	0.0	1	-4.9	1	-9.8	0.9	-6.5
CCOCCCNC(=O)CN(Cc1ccc(Cl)cc1)S(C)(=O)=O	5.6	-6.9	-4.4	1.6	1	-10.8	1.1	-5.6	0.9	-29.5
Cc1ccc(C(=O)O/N=C\c2ccc(N3CCOCC3)c([N+](=O)[O-])c2)cc1	-0.2	1.7	3.0	3.7	1	-5.2	1.1	-2.2	1	-3.2
O=C(CSc1cccc(C(F)(F)F)c1)NC(=O)c1ccccc1	7.5	-6.4	-0.6	2.5	1	-1.4	1	-10.7	0.9	-5.5
Cc1cc(/C=N/n2cnnc2)c(C)n1-c1ccccc1	14.1	22.6	-2.1	1.2	1	-5.6	1.1	3.6	0.9	-0.9
COc1ccc(CN(Cc2nc3ccccc3c(=O)[nH]2)C(=O)NC2CCCCC2)cc1	1.0	4.1	0.7	2.3	1	-0.1	1	-3.5	1	4.6
Cc1ccc(C(=O)CCNc2cccc(Br)c2)o1	22.9	15.7	-1.8	0.4	1	-2.5	1	-13.3	0.8	-3.3
O=C(CSc1nnc(C2CC2)n1Cc1ccccc1)c1cc2ccccc2o1	-6.1	0.9	-4.8	5.0	1	-5.5	1.1	-7.9	1.1	-10.4
O=C(Cn1cnc2ccccc2c1=O)NCCC(=O)Nc1ccc2c(c1)OCO2	-0.7	1.8	-0.9	-1.0	1	0.6	1	-4.2	1	-6.2
CC(O)c1cccc(NC(=O)Cc2cccc3ccccc23)c1 (stereo not given)	5.2	4.7	-4.7	1.6	1	-6.5	1.1	-11.5	0.9	-6.0
CCCCCOC(=O)Nc1ccc(S(=O)(=O)Nc2cccc([N+](=O)[O-])c2)cc1	nt	61.6*	7.1	6.0	0.9	0.6	1	-27.7	0.4	8.2
CC(=O)NN1C(=O)c2ccccc2NC1c1ccoc1 (stereo not given)	-5.0	-3.1	2.8	0.9	1	-2.1	1	-8.4	1.1	1.2
